Screening data (PubChem BioAssay)
Nrf2 block: inhibitors of Nrf2 signaling | A549 ARE-Fluc reporter, luciferase luminescence, 18-24 h | Potency, µM (doses to about 46 µM), for inactives: top-dose activity change, negative = inhibition, actives largely listed as inhibitors | 360,000 tested, 2.1% active; also: potency is read from the fitted curve at half-maximal effect; % is scaled to controls: 0 for no effect and ±100 for the full control effect; nearly all actives have a fitted effect of over 60% in size
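Reporter: ARE-Fluc in A549. Exposure: 18-24 h, 37 °C, 5% CO2, 5% FBS OPTI-MEM. Readouts: fluorescent cytotoxicity (CellTiter-Fluor), then luminescent Nrf2 signal after BugLite.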
A549 tox: counter-screen for Nrf2 inhibitors: cytotoxicity in A549 cells; A549 ARE-Fluc cells, CellTiter-Fluor viability, 18-24 h; Potency, µM (titrated, usually from 46 µM), for inactives: at the top dose activity change, negative = cytotoxicity, hits mostly inhibitors; 390,000 tested, 0.16% active; AID 504648; also: potency is read from the fitted curve at half-maximal effect; % is scaled to controls: 0 for no effect and ±100 for the full control effect
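A549 ARE_Fluc cells in 5% FBS OPTI-MEM were exposed to compounds in concentration-response for 18-24 h at 37 deg C. Viability was read by CellTiter-Fluor fluorescence (Ex 405/Em 525) after 30 min, before the luciferase read.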
ATXN viability: reduces viability in counter-screen for ATXN expression inhibitors | AID 651635 | 400,000 tested, 0.49% active | S2 cells (HEK-293 line with an ATXN2-luciferase reporter) viability, CellTiter-Fluor protease fluorescence, 24 h | Potency, µM (titrated, usually from 56.7 µM), usual class: cytotoxic; also: potency is read from the fitted curve at half-maximal effect; nearly all actives have a fitted effect of over 40% in size
MCF10A rereplic: induces DNA re-replication in MCF 10a normal breast cells | MCF 10A DNA re-replication, Hoechst nuclear intensity, 48 h | Potency, µM (highest dose often 46.1 µM), inactives show at the highest dose activity, positive = re-replication, usual class: activators | 350,000 tested, 2.9% active | AID 624296; also: potency is read from the fitted curve at half-maximal effect; % of control where 0% means no effect; nearly all actives have a fitted effect of over 50% in size
IL1B secr inh: blocks inflammasome-driven IL-1 beta release; THP-1 LPS/ATP IL-1B secretion, AlphaLISA, 16 h; active compounds read low; activity change, % at 57.5 µM; 360,000 tested, 4.7% active; in the data active = activity change below about -50%; inconclusive = mostly about -30% to -49%; also: % is scaled to controls: 0 for no effect and ±100 for the full control effect
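Secreted IL-1B measured by AlphaLISA bead assay after 16 h compound exposure of THP-1 cells; compounds (final up to 57.5 uM) added 1 h before LPS (250 ng/mL) and ATP (1.25 mM) stimulation; lower signal means less secretion.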
TGFb SMAD3 inh: inhibitors of TGF-b signaling; 410,000 tested, 1.2% active; Potency, µM (doses to about 46.1 µM), inactives show at the highest dose activity, negative = inhibition, most hits filed as inhibitors; HepG2 CAGA-GFP TGF-b/SMAD3 reporter, GFP fluorescence, 18 h; TGF-beta stimulated, 500 pg/mL final; also: potency is read from the fitted curve at half-maximal effect; % is scaled to controls: 0 for no effect and ±100 for the full control effect; nearly all actives have a fitted effect of over 65% in size
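HEPG2 CAGA-GFP reporter cells (1000/well, DMEM with 1% FBS) received compounds, then recombinant TGF-beta at 500 pg/mL final for 18 hours at 37 degrees C. Per-cell GFP summed per well was normalised to unstimulated and stimulated DMSO controls before curve fitting.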
ATXN2 expr inh: ATXN2 expression inhibition. 360,000 tested, 0.72% active. Potency, µM (doses to about 57 µM), for inactives: at the top dose activity change, negative = inhibition, most hits filed as inhibitors. AID 1745845. HEK-293 ATXN2-luciferase reporter, luminescence, 24 h; also: potency is read from the fitted curve at half-maximal effect; % is scaled to controls: 0 for no effect and ±100 for the full control effect; nearly all actives have a fitted effect of over 55% in size
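ATXN2-luciferase reporter cells (luciferase flanked by upstream and downstream ATXN2 gene portions) were treated 24 h at 37 °C with compounds at up to 57 uM. SteadyGlo luminescence gave expression; GF-AFC fluorescence gave viability.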
Nrf2 ARE act: activates Nrf2 signaling; AREc32 ARE-luciferase reporter (MCF7-derived line), luminescence, 24 h; Potency, µM (highest dose often 46.1 µM), without a hit: top-dose activation, actives largely listed as activators; 410,000 tested, 0.31% active; also: potency is read from the fitted curve at half-maximal effect; % of control where 0% means no effect; nearly all actives have a fitted effect of over 65% in size
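Luminescent ARE reporter assay in AREc32_Fluc cells: overnight plating at 37 deg C, 24 hr compound incubation, Steady-Glo added, 30 min RT before reading.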
HepG2 tox: counter-screen for TGF-b inhibitors: cytotoxicity in HepG2 cells; HepG2 CAGA-GFP viability, ATP luminescence, 18 h; Potency, µM (highest dose often 46.1 µM), without a hit: at the top dose activity change, negative = cytotoxicity, actives largely listed as cytotoxic; 410,000 tested, 0.76% active; AID 588856; also: potency is read from the fitted curve at half-maximal effect; some results filed as inactive show a strong effect at the top dose
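HepG2 CAGA-GFP cells (1000/well, DMEM with 1% FBS) received compound, then TGF-beta at 500 pg/mL final, and were incubated 18 hours at 37 degrees C. Viability was read by CellTiter-Glo luminescence. Media-only wells were set as complete cell-killing and DMSO as no toxicity.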
Active calls of the source: *; i = inactive; ? = inconclusive; · = no result given; & = joins results of further samples; [ ] = remark or other dose. Unless noted, calls follow the shape of the dose curve; as a rule, active = well fitted curve in the direction sought with a large enough effect; inconclusive = small, poorly fitted or top-dose-only effect, or another doubt; inactive = no such curve, though single readings can be large; an effect the other way counts as inactive or inconclusive.

SMILES | Nrf2 block | A549 tox | ATXN viability | MCF10A rereplic | IL1B secr inh | TGFb SMAD3 inh | ATXN2 expr inh | Nrf2 ARE act | HepG2 tox
Cc1ccc(NC(=O)COC(=O)CN2C(=O)c3ccccc3C2=O)cc1S(=O)(=O)N(C)C | 10% | 0% | i | 9% | -2 | 15% | 2% | -0.5% | 8%
Cc1ccc(N(CC(=O)NCc2ccccc2Cl)S(=O)(=O)c2c(C)noc2C)cc1 | -1% | 1% | i | 0% | -17 | -9% | -3% | -0.5% | 0%
C[C@H]1CCC(=O)N([C@H](CC#N)Cc2ccccc2)CC1 | -2% | 1% | i | 11% | 9 | ? | 3% | -0.1% | 5%&-24%
Cc1ccc(Nc2nc(Cl)c(C=O)s2)cc1 | 8% | -11% | i | ? | -13 | ? | · | ? | -61%
Cc1ccc(S(=O)(=O)N2CCN(C(=O)Cn3nc(C)c([N+](=O)[O-])c3C)CC2)cc1 | 1% | 4% | i | 14% | -21 | -8% | -1% | -0.1% | 2%
O=C(NCc1cn2ccccc2n1)c1ccc2c(c1)OCO2 | 0% | 0% | i | -186%[0.0737 µM] | -12 | 5% | -6% | -0.1% | -3%
N#Cc1c2c(c(-n3cnc4ccccc43)n3c1nc1ccccc13)CCC2 | ? | 0% | i | 3% | 3 | -9% | -11% | -0.3% | 12%
Cc1ccc(SCC(=O)NC(=O)NCCC(C)C)c(C)c1 | -18% | 10% | i | 7% | 3 | -23% | -3% | 0.2% | -13%
Cc1cnc(C(=O)Oc2c(C)ccc(C)c2C)cn1 | -5% | ? | i | 35% | -2 | 35%[activator] | -16% | -0.1% | 53%
COc1cc(C=O)c(Br)cc1OCc1ccc(C)cc1 | ? | -1% | i | 9.2µM* | 54 | 0% | 116%[activator] | 5.6% | 2%
C[C@@H]1CN([C@H](C)CO)C(=O)CCCn2cc(nn2)CO[C@H]1CN(C)C(=O)OCc1ccccc1 | · | · | i | · | -17 | -8% | 4% | -0.5% | -55%
Cc1ccc(-c2cc(-c3ccccc3)nc(N(C)N)n2)cc1 | -7% | 19% | i | 23% | -2 | -15% | · | 5.3% | -26%
Cc1nc2c(C)cccc2c2c1CCS2 | 0% | 6% | i | -2% | · | -21% | 8% | 0.3% | -4%
Cc1cc(C)cc(NC(=O)Cn2c3ncccc3c(=O)n2-c2ccc(C)c(C)c2)c1 | 0% | 0% | · | · | · | -7% | · | -0.7% | 3%
O=[N+]([O-])c1cc(CSC2=NCCN2)ccc1O | -25% | -14% | i | 0% | 5 | -13% | 7% | -0.2% | -7%
O=C1NC(=S)NC1=Cc1ccc(O)cc1 | 17% | -1% | i | -19% | -1 | -3% | 5% | 6.3% | -1%
COc1cc(OC)c(OC)cc1C=NCC1(c2ccccc2)CCCC1 | 4% | -6% | i | -1% | -7 | 1% | 7% | -0.2% | -2%
O=C(NCc1ccco1)C(c1ccccc1)N(Cc1cccnc1)C(=O)Cn1nnc2ccccc21 (stereo not given) | · | 1% | i | 9% | -7 | -8% | -24% | 0.4% | 1%
COc1ccc(C(=O)NNC(=O)c2ccc(S(=O)(=O)N3CCOCC3)cc2)cc1 | ? | -2% | i | -2% | 9 | 10% | 1% | 0.6% | -10%
C(=N\Nc1nncc2ccccc12)/c1ccccn1 | ? | -4% | ? | ? | 150 | ? | ? | 0.3% | -98%
CCCCCC(=O)N(Cc1ccccc1)c1c(N)n(CCOC)c(=O)[nH]c1=O | -4% | 0% | i | 8% | 1 | -4% | 1% | 0.1% | 2%
CCc1cccc(-n2c(=O)c3cccnc3n2CC(=O)NCc2ccccc2)c1 | ? | -12% | · | · | · | ? | · | 4.1% | -28%
O=C(CCn1cccn1)N1CCCC(N2CCN(c3cccc(C(F)(F)F)c3)CC2)C1 (stereo not given) | -18% | -8% | i | 10% | 2 | ? | -10% | -0.7% | 3%
COc1ccc(OC(C)C(=O)Nc2cccnc2)cc1 (stereo not given) | 1% | -4% | · | -2% | 0 | -19% | · | -0.4% | 6%
COCCCNC(=O)C1CCCN(C(=O)c2cnn(-c3ccc(F)cc3)c2-n2cccc2)C1 (stereo not given) | ? | 7% | i | · | · | 3% | 4% | -0.6% | 0%

(next part)
SMILES | Nrf2 block | A549 tox | ATXN viability | MCF10A rereplic | IL1B secr inh | TGFb SMAD3 inh | ATXN2 expr inh | Nrf2 ARE act | HepG2 tox
COc1ccc(Cc2nc3ccc(C(=O)NCCc4ccccn4)cc3o2)cc1OC | ? | 0% | i | 2% | -7 | 43%[activator] | 0% | 0.6% | 0%
Cc1nc2ccc(NC(=O)c3ccc(Cl)s3)cc2s1 | 12% | -3% | i | 34% | -8 | -10% | 14% | 3.3% | -13%
Cc1cccc(C(=O)N(CCc2ccccc2)Cc2ccccc2)c1[N+](=O)[O-] | 21µM* | ? | i | ? | 0 | ? | ? | 0.1% | -31%
CC1CCN(C(=O)CN2C(=O)C(C)(C)Oc3ccc(C(=O)NC4CCCC4)cc32)CC1 | -8% | -1% | i | -187%[0.0737 µM] | -4 | 16% | -1% | -0.6% | 0%
Cc1noc(C)c1S(=O)(=O)Nc1ccccc1N1CCOCC1 | 7% | 4% | i | 0% | 22 | 29% | 0% | -0.4% | 16%
Cc1ccc(NC(=O)CCC(=O)NNC(=O)C(c2ccccc2)c2ccccc2)c(C)c1 | 7% | 0% | i | 4% | -1 | -26% | 2% | -0.2% | -10%
O=C(CNC(=O)c1ccccc1)OC(C(=O)c1ccccc1)c1ccccc1 (stereo not given) | 7% | -9% | i | -1% | -9 | -7% | -15% | -0.3% | -3%
Cc1nc2nc(SCC(=O)O)nn2c(C)c1Cc1ccccc1Cl | 4% | 1% | · | 1% | -17 | 1% | 10% | -0.3% | 25%
O=C(NCc1ccccc1Cl)C1CCN(c2ncnc3c2nc2n3CCCCC2)CC1 | -14%&16% | 0%&11% | i | 0% | 15 | 9%&-30% | 8% | -0.2%&-0.1% | 14%&-7%
CCOC(=O)C1=C(COC(=O)CNS(=O)(=O)c2c(F)cc(F)cc2Br)NC(=O)NC1C (stereo not given) | 9% | -7% | i | 1% | 15 | 7% | 12% | 0.1% | 6%
CCCN(CCC)C(=O)C(Cc1ccccc1)NS(=O)(=O)c1ccc2c(c1)c(=O)n(C)c(=O)n2C (stereo not given) | 8% | -14% | i | · | · | ? | -15% | -0.1% | -19%
CCOc1ccc(CCNC(=O)CCCc2nnc3n(CC)c(=O)c4sccc4n23)cc1OCC | 1%[9.27 µM] | -6% | i | · | · | ? | -12% | -0.3% | -12%
Cc1ccc(NC(=O)C(C)N2C(=O)c3ccccc3C2=O)nc1 (stereo not given) | 17% | -8% | i | -2% | 17 | 21% | 10% | -0.5% | 2%
CCCN(C(=O)COC(=O)CNC(=O)c1ccc2ccccc2c1)c1c(N)n(Cc2ccccc2)c(=O)[nH]c1=O | 8% | 10% | i | -30% | 36 | -11% | 3% | -0.1% | -7%
Cc1cccc(NC(=S)NCCC(C)C)c1 | ? | 5% | i | -1% | 0 | 5% | 11% | 0.8% | -7%
O=S(=O)(c1ccc(Cl)cc1)n1c(Cc2ccccc2)nc2ccccc21 | 7% | -4% | i | 3% | 25 | ? | 4% | -0.3% | 3%
N#Cc1cn(-c2ccccc2)nc1-c1ccc2c(c1)OCCO2 | ? | -15% | ? | 10µM* | 2 | -5% | 22% | 2.4% | -23%
CN(C)S(=O)(=O)c1ccc2c(c1)N(CC(=O)N1CCCCC1)CCS2 | · | -20% | i | · | · | 4% | 0% | -1.4% | 3%
COC(=O)/C(=C\C(=O)c1ccccc1)Nc1cccc(C(F)(F)F)c1 | ? | 18% | i | 6% | 0 | 4% | 47%[activator] | 5.2% | -1%
CNc1c([N+](=O)[O-])cnn1-c1ccc(Cl)cc1Cl | -1% | -8% | i | 2% | -19 | 8% | -12% | 0.4% | -22%
CSCC[C@H](NC(=O)[C@H](Cc1ccccc1)n1c(=O)[nH]c2ccccc2c1=O)C(=O)N1CCC[C@@H]1C(=O)O | 0% | -1% | i | -15% | -10 | -6% | 3% | 0.3% | 7%
O=C(NCCc1ccc(Cl)cc1)C(=O)NCC(c1ccco1)S(=O)(=O)c1ccc(Cl)cc1 (stereo not given) | · | -13% | · | · | · | 1% | · | -0.6% | 1%
CCOc1ccc(/C=C2\SC(N3CCc4ccccc4C3)=NC2=O)cc1 | -5% | 4% | i | ? | -54* | 0% | -4% | 3.0% | -28%
Cc1c(Cl)cccc1Nc1sc(C(=O)c2ccccc2)c(N)c1S(=O)(=O)c1ccccc1 | ? | -2% | · | · | · | -6% | · | -1.1% | 6%
O=C1C(NS(=O)(=O)c2ccccc2)=C(N2CCN(c3ccc(F)cc3)CC2)C(=O)c2ccccc21 | -21% | 0% | i | 7% | -11 | ? | -10% | 0.3% | -12%
NC(=O)CC[C@@H]1NC(=O)[C@H](CO)NC(=O)c2cc([N+](=O)[O-])cc(I)c2NCC[C@@H](C(N)=O)NC1=O | -1% | ? | ? | 3% | 4 | 7% | 6% | 0.7% | -10%
CC(C)c1ccc(C(O)P(=O)(OC2CCCCC2)OC2CCCCC2)cc1 (stereo not given) | 16µM* | ? | 32µM* | 21µM* | -92* | ? | · | 0.2% | -133%
CCCCn1nc(C(=O)NC2=NCCS2)c2ccccc2c1=O | -2% | -6% | ? | 18% | -9 | 19% | 0% | -0.9% | -28%

In another format: results already given
mol	Nrf2 block	A549 tox	ATXN viability	MCF10A rereplic	IL1B secr inh	TGFb SMAD3 inh	ATXN2 expr inh	Nrf2 ARE act	HepG2 tox
O=C(NCCc1ccc(Cl)cc1)C(=O)NCC(c1ccco1)S(=O)(=O)c1ccc(Cl)cc1 (stereo not given)	·	-13%	·	·	·	1%	·	-0.6%	1%
CCOc1ccc(/C=C2\SC(N3CCc4ccccc4C3)=NC2=O)cc1	-5%	4%	i	?	-54*	0%	-4%	3.0%	-28%
